Screening data: PubChem, several laboratories
b-catenin transl: alters nuclear translocation of beta-catenin in HeLa cells; immunofluorescence imaging; nuclear translocation activity, % at 5 µM; hit rate 0.3% among 190,000; AID 1665;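 active = nuclear translocation activity above 50% at 5 µM, with a well cell count of 50 or more; inconclusive = wells under 50 cells across six images, flagged as toxic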;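 also: per-cell ratio of nuclear to cytoplasmic median beta-catenin stain intensity; plate controls were DMSO negative control for no effect and GSK-3 inhibitor IX positive control for full effect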
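Test system: human HeLa cell line; Doses: 5 µM primary, 0.02–20 µM confirmation; Incubation: 24 h compound exposure, 37°C; Detection: beta-catenin immunofluorescence imaging with DAPI; Read-out: beta-catenin nuclear/cytoplasmic ratio, % activation.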
WT yeast gro inh: growth inhibition of WT yeast, mitochondrial fusion screen; mitochondrial fusion phenotypic screen, WT strain; inhibition, % at 10 µM; hit rate 2.1% among 190,000; AID 1362; in the data active = inhibition above about 58%; tested in S. cerevisiae
Insulin prom up: MIN6 insulin promoter up-regulation. MIN6 insulin promoter-GFP reporter, high-content imaging; active compounds read high. z-score at 5 µM. hit rate 0.3% among 190,000. AID 1625;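 active = z-score above 3 at 5 µM with at least 500 cells counted in the well; inconclusive = wells under 500 cells, flagged as cytotoxic or low count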
Yfh1-depleted yeast: enhancers of respiration in Yfh1-depleted yeast, dose response, Friedreich's ataxia, plus single-dose screen (AID 1465); fold induction at 50 µM, or EC50 in µM where a hit was titrated; S. cerevisiae Yfh1-off respiration, WST-1 reduction, 72 h; higher fold induction means a stronger effect; hit rate 0.074% among 220,000;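 active = fold induction of absorbance versus untreated yeast above a set limit, then at least 30% activation at any dose in follow-up; inconclusive = repeats straddling the limit, or above it without dose testing; inactive = fold induction below the set limit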;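 also: activators that raise dye reduction in frataxin-depleted yeast; strong numbers were not always called active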
Autophagy HCS: autophagy modulation, high-content screen. MEF GFP-LC3 puncta imaging; test concentration mostly 10 µM. calls only at 10 µM (by protocol). hit rate 0.98% among 190,000;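 active = percentage of spot-positive cells more than 3 SD above its plate mean, without a fluorescence outlier flag or 80% toxicity; inconclusive = no clear call, values can overlap the other calls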;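 also: spot-positive cell cutoff set from DMSO-treated cells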
Dynein cargo inh: dynein cargo transport inhibition; hit rate 0.47% among 220,000; 3617.4 mouse cells, GR-EGFP nuclear translocation imaging; test concentration mostly 20 µM; stimulated with dexamethasone, 1 µM; active compounds read low; z-score, hits read low;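 active = plate z-score of nuclear minus cytoplasmic receptor signal below a set negative limit, without overly bright fluorescence or cell loss, cut at about -3.5 in these data, passing the limit was not always enough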;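 also: z-score of nuclear minus cytoplasmic ring GR-EGFP intensity difference per well; some compounds called inactive have numbers as strong as hits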
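Also added – dexamethasone, 1.0 µM final · Buffer or medium – tet-free, stripped-serum medium · Schedule – induction 48 h, compound 1 h, agonist 30 min · Detection – formaldehyde fixation, Hoechst nuclear stain, 10x automated fluorescence imaging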
PMI inhibitors: inhibitors of human PMI, primary screen, biochemical, fluorescence intensity, coupled assay (AID 1209); purified PMI enzyme, coupled fluorescence intensity; higher % means a stronger effect; one-dose inhibition, % at 20 µM; IC50 in µM for titrated hits; hit rate 0.42% among 190,000;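 also: plate controls were DMSO vehicle for no effect and wells lacking substrate for full effect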
MT stabilize HCS: microtubule stabilization, imaging screen | % tubulin-high responders, % at 10 µM | hit rate 0.83% among 200,000 | AID 2205 | HeLa tubulin immunostaining HCS, 24 h; share of cells brighter than vehicle mean+2SD;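 active = plate Z-score above 3 for both tubulin-high and condensed-nucleus cell shares, with cell loss under 80%, at 10 µM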;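 also: anti alpha tubulin signal scored within the nucleus-defined area of each cell; some results filed as inactive read as strong as hits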
human PMI inhibitors: human PMI inhibitors, high substrate, primary screen, biochemical, fluorescence intensity, high mannose 6-phosphate (AID 1220); hit rate 0.66% among 190,000; recombinant PMI enzyme, coupled fluorescence intensity; higher % means a stronger effect; one-dose inhibition, % at 20 µM; IC50 in µM for titrated hits
WT yeast gro inh mutant strain: recorded beside WT yeast gro inh, whose call it bears; inhibition, %; mitochondrial fusion phenotypic screen, mutant strain inhibition
Dynein cargo inh cytoplasmic EGFP: also measured in Dynein cargo inh; calls as there; z-score; measured here: cytoplasmic GR-EGFP intensity; active compounds read high
Dynein cargo inh nuclear GR-EGFP: recorded beside Dynein cargo inh, whose call it bears; z-score; measured here: nuclear GR-EGFP intensity;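 lower value marks the stronger effect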
Dynein cargo inh cell count: further read-out of Dynein cargo inh, marked with its call; z-score; measured here: cell count per field
Insulin prom up cell count: further read-out of Insulin prom up, marked with its call; cell count; measured here: cytotoxicity, nuclei count;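 total cells summed across four imaged fields per well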
b-catenin transl cell count 5 µM: recorded beside b-catenin transl, whose call it bears; cell count; measured here: cell count, cytotoxicity flag
MT stabilize HCS Hoechst-high %: second read-out of MT stabilize HCS, no call of its own (marks repeat the call); % Hoechst-high responders; measured here: nuclear condensation Hoechst responders;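 share of cells brighter than vehicle mean plus two SD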
MT stabilize HCS cytotoxicity %: further read-out of MT stabilize HCS, marked with its call; toxicity, %; measured here: cytotoxicity by cell density;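 0% = mean cell density of plate MIN control wells and 100% = no cells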
Autophagy HCS cell loss 18 h: further read-out of Autophagy HCS, marked with its call; toxicity, %; measured here: cell loss, nuclei count;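 cell loss after 18 h compound exposure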
The depositor's hits bear a star; i = inactive; ? = inconclusive; . = no result given; + = active, no number. Rule as the data show it, unless noted: active = inhibition above about 50%; inactive = the rest.

SMILES	b-catenin transl	b-catenin transl cell count 5 µM	WT yeast gro inh	WT yeast gro inh mutant strain	Insulin prom up	Insulin prom up cell count	Yfh1-depleted yeast	Autophagy HCS	Autophagy HCS cell loss 18 h	Dynein cargo inh	Dynein cargo inh cytoplasmic EGFP	Dynein cargo inh nuclear GR-EGFP	Dynein cargo inh cell count	PMI inhibitors	MT stabilize HCS	MT stabilize HCS Hoechst-high %	MT stabilize HCS cytotoxicity %	human PMI inhibitors
O=C(Nn1c(C2CCCCC2)nc2ccccc2c1=O)c1ccc([N+](=O)[O-])cc1Cl	-0.8	534	-13	-30	-0.44	1291	i	i	1	-0.026	-0.28	-0.23	0.1	-2%	2.2	2.5	5.6	0%
CC(=O)N1CC=CC1(CC(C)C)C(=O)NCc1cc(F)cc(C(F)(F)F)c1 (stereo unspecified)	-3.4	575	3	-15	0.8	1271	i	i	8	1.1	-0.2	0.81	-1	-8%	2.5	1.8	4.1	-12%
CCOc1ccccc1N(CC(=O)Nc1c(C)n(C)n(-c2ccccc2)c1=O)S(=O)(=O)c1ccccc1	-1.6	1130	3	7	.	.	i	i	13	-0.9	-0.26	-0.55	0.86	7%	3.8	2.0	5.4	10%
CC(C)OC(=O)c1cccnc1N1CCN(c2cccc(Cl)c2)CC1	0.0	1584	73*	69*	-0.38	1478	i	i	-2	-0.59	-0.064	-0.29	0.65	16%	5.2	1.4	10	14%
O=C(CN(C(=O)CNS(=O)(=O)c1ccccc1)C1CCCC1)NCC1CCCO1 (stereo unspecified)	-0.4	1185	-7	14	-0.88	891	i	i	8	-0.45	-0.19	0.034	-0.079	-2%	6.8	4.0	1.4	-5%
Cc1ccc(C(c2sc3nc(C)nn3c2O)N2CC(C)OC(C)C2)cc1 (stereo unspecified)	0.1	1095	-15	-19	0.16	1215	i	i	14	1	-0.23	0.37	0.54	5%	2.9	1.5	6.4	4%
CCOC(=O)c1ccc(NC(=S)Nc2ccccn2)cc1	-0.4	1045	2	3	-0.93	1815	?	i	-21	0.11	-0.13	-0.24	0.98	7%	2.4	1.9	2.7	4%
CC(NC(=O)CCc1nnc(-c2ccccc2)o1)c1ccccc1 (stereo unspecified)	-0.4	1541	6	-6	.	.	i	i	-8	-0.76	-0.21	-0.46	-0.013	1%	2.3	3.1	8.2	6%
Cc1oc2cc(O)cc(O)c2c(=O)c1-c1ccc2c(c1)OCCCO2	-1.7	855	-12	-10	1.3	1352	i	i	4	-0.63	-0.23	0.012	-0.7	7%	2.7	1.3	3.3	2%
CC1CCN(CCCNC(=O)CCCNC(=O)Cn2cnc3sc4c(c3c2=O)CCCC4)CC1	0.2	1074	-14	11	.	.	i	i	4	0.28	-0.34	0.26	0.27	8%	1.2	1.4	7.1	8%
CC(C)c1ccc(/C=C(/C#N)c2nnc(NC(=O)c3ccccc3)s2)cc1	-1.4	967	2	2	-0.09	1164	i	i	6	1	-0.16	0.6	-0.091	0%	3.7	2.9	2.9	8%
CC1CCCCN1Cc1ccc(N(C)C)cc1 (stereo unspecified)	-2.0	1425	3	5	0.16	1553	i	i	-2	-0.83	1	-0.39	0.73	8%	1.5	0.8	8.8	13%
COc1cc2c(cc1OC)C(C(=O)NCCN1CCOCC1)C1c3ccccc3CCN1C2=O (stereo unspecified)	0.3	1364	-11	-31	-0.81	1588	.	i	-8	-0.52	-0.31	-0.43	0.93	0%	2.4	1.6	1.8	0%
CCCCn1c(Nc2ccccc2)nc2ccccc21	.	.	-3	6	0.3	1022	i	i	-8	1	-0.27	0.71	-0.34	5%	2.3	1.5	6.9	8%
Cc1cc(O)ccc1N=Cc1c(C(F)(F)F)[nH][nH]c1=O	0.8	1433	1	10	-0.16	1483	i	i	-12	-0.58	-0.19	-0.14	0.91	15%	1.6	1.4	5.4	62%*
O=C(CCc1nnc(CCc2c[nH]c3ccccc23)o1)NC1CCC1	-1.2	1344	.	.	0.1	1103	i	.	.	0.9	-0.26	0.44	-0.75	.	.	.	.	.
Cc1ccc(OCCC(=O)Nc2ccc(F)c(Cl)c2)cc1	-1.0	1064	-22	14	-0.81	1425	i	i	-2	-0.18	-0.25	-0.1	0.63	7%	1.7	1.7	3.7	-5%
CC(C)NC(=O)NC(=O)COC(=O)c1ccc(OC(F)(F)F)cc1	.	.	2	1	1	1217	i	i	2	-0.08	-0.18	-0.37	-0.93	16%	3.1	2.0	7.6	17%
CC(=O)c1c(C)nc(-c2cccc([N+](=O)[O-])c2)n1O	-1.7	1023	26	20	0.45	1700	i	i	-7	-0.057	-0.26	0.65	-0.78	11%	1.8	1.6	11	15%
CN(CC(=O)Nc1cccc2ccccc12)c1ccc(S(=O)(=O)N2CCOCC2)cn1	-0.1	1261	6	10	-0.65	922	i	i	-29	-0.91	0.19	-0.62	0.57	10%	2.8	2.5	7.2	6%
O=C(CSc1ccc(-c2ccncc2)nn1)N1CCCC1	0.0	1087	20	4	0.47	1186	i	i	5	1.7	-0.28	0.46	-0.48	-6%	1.0	1.0	3.6	-2%
COc1ccccc1N1CCN(Cc2ccco2)CC1	-0.4	993	.	.	0.49	1419	i	i	4	-0.34	-0.36	0.13	0.043	10%	5.5	2.2	9.7	1%
O=C(CCc1ccccc1)N1CCN(c2ccc(Cl)cc2)CC1	3.9	1232	8	16	-0.37	1255	i	i	-11	-1.1	-0.25	-0.49	1.2	20%	1.4	1.6	9.3	12%
CCn1c(SCC(=O)N/N=C/C=C/c2ccco2)nnc1-c1ccccc1	-1.1	543	14	-2	0.11	1242	i	i	26	-0.39	-0.23	-0.3	1	-20%	3.1	2.1	6.4	-8%
COc1cccc(-c2cnc(OC(C)(C)C)nc2OC(C)(C)C)c1	.	.	84*	28*	-0.61	926	.	i	14	0.81	-0.16	0.89	-0.14	3%	1.8	1.7	2.0	3%
COc1ccc2cc(CN(Cc3cccnc3)S(=O)(=O)c3ccccc3)c(=O)[nH]c2c1	-2.8	1012	17	-5	-0.19	1147	i	i	-4	-0.22	-0.19	0.21	-0.64	9%	5.7	3.4	4.5	27%
CCOCCn1c(C(C)O)nc2ccccc21 (stereo unspecified)	-1.4	1048	-16	14	.	.	i	i	3	0.33	-0.25	0.056	0.57	-3%	3.5	2.1	0.3	-8%
CCOC(=O)N1CCN(C(=O)CN(C2CCCCC2)S(=O)(=O)c2ccc(F)cc2)CC1	0.3	1117	7	8	-0.39	962	i	i	-9	-0.16	-0.17	-0.14	0.26	-3%	1.1	1.4	9.2	0%
CCC(=O)n1nc(-c2ccc(Cl)cc2)nc1NCc1ccccc1	.	.	-10	-7	0.71	938	i	+	45*	1.8	-0.34	1.3	0.35	6%	7.6	2.4	2.5	2%
CCOC(=O)c1ccc(-n2c(O)c(/C=N/NC(=O)C3COc4ccccc4O3)c3ccccc3c2=O)cc1 (stereo unspecified)	2.1	1208	-4	-1	0.54	1419	i	i	8	-0.01	-0.16	-0.11	-0.29	-3%	1.5	4.1	7.4	0%
CCOc1ccc(C2=Nc3ccc(Br)cc3C(c3ccc(N4CCOCC4)cc3)=NN2)cc1	1.0	1127	29	2	0.13	1160	i	i	0	-0.062	-0.15	0.089	-0.76	-26%	11	1.2	12	-64%
CN(C)Cc1cc(C(C)(C)C)c(O)c(C(C)(C)C)c1	-5.1	991	7	3	0.51	1372	i	i	-2	-0.37	0.0073	0.075	-0.002	22%	4.3	3.1	9.3	48%
C=CC[n+]1c(-c2ccc(OC)cc2)csc1NNC(=O)Nc1ccccc1	-3.3	1152	22	12	.	.	i	i	10	-0.98	-0.17	-0.22	1.4	4%	1.4	1.2	8.3	5%
Brc1ccc2ncnc(NCc3cccnc3)c2c1	-0.6	1323	.	.	-0.26	1458	i	.	.	0.43	-0.24	0.31	-0.28	.	.	.	.	.
Cc1ccc(-n2c(O)c(C=NCc3ccccn3)c3ccccc3c2=O)cc1	-1.0	912	-1	24	0.03	1337	i	i	33	-0.19	-0.27	-0.085	1.4	12%	3.0	2.3	6.1	14%
Cc1ccc(C(=O)CSc2ccc(-c3ccccc3)nn2)cc1	-2.7	1086	10	-8	0.16	1520	i	i	10	1.3	-0.2	0.29	-0.51	19%	5.3	3.2	10	13%
N/C(Cc1ccc([N+](=O)[O-])cc1)=N\OC(=O)c1ccccc1Br	4.2	212	-37	7	-0.38	691	i	i	4	-0.33	-0.22	6.8e-05	-0.19	-1%	1.8	2.5	9.2	0%
O=C1Nc2ccccc2/C1=N\N=C\C1=C(N2CCOCC2)C(=C\c2ccccc2)/CC1	0.0	1316	61*	46*	-0.81	1530	i	i	-2	-1.5	0.75	-0.71	-0.77	8%	4.2	2.6	3.4	16%
CCS(=O)(=O)N1CCCC(C(=O)NCCc2ccc(OC)c(OC)c2)C1 (stereo unspecified)	-1.3	1047	-6	-4	0.08	1156	i	i	-2	-0.4	0.015	-0.27	-0.27	0%	4.2	3.0	6.3	-4%
